Source: PubChem BioAssay
FLuc counter = qHTS profiling assay for firefly luciferase inhibitor/activator using purifed enzyme and Km concentrations of substrates (counterscreen for miR-21 project); purified FLuc, Km substrates, luminescence inhibition; Potency, µM (titrated, usually from 57.5 µM), without a hit: at the highest dose activity change, negative = inhibition, usual class: inhibitors; 360,000 compounds, 6.9% hits; AID 588342, 2011;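 further: potency means the concentration at half of the fitted maximal effect; plate controls were vehicle for no effect and reference inhibitor for full effect; nearly all actives have a fitted effect of over 55% in size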
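Biochemical qHTS of compounds, final roughly 60 µM downward over six points, against 10 nM purified firefly luciferase using Km concentrations of substrates (10 uM D-luciferin, 10 uM ATP) in Tris acetate pH 7.5 buffer; luminescence output.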
uPA surface inh = qHTS for Inhibitors of Cell Surface uPA Generation | cell surface uPA generation assay, qHTS | Potency, µM (top dose mostly 38.3 µM), for the others: top-dose activity change, negative = inhibition, hits mostly inhibitors | 330,000 compounds, 0.31% hits | AID 540303, 2011; active means well fitted inhibition curve with a large enough effect; inconclusive means small, poorly fitted or top-dose-only effect; inactive means no such curve, though single readings can be large or run the other way; tested in mouse RAW 264.7 cells; further: potency means the concentration at half of the fitted maximal effect; on the % scale 0 is the no-effect control and ±100 the full control effect; nearly all actives have a fitted effect of over 55% in size
Rab9 prom act = qHTS Assay for Rab9 Promoter Activators | 320,000 compounds, 2.8% hits | Potency, µM (series often up to 9.22 µM), for inactives: at the top dose activation, negative = inhibition, most hits filed as activators | Huh7 Rab9 promoter-luciferase reporter, luminescence, 24 h; further: potency means the concentration at half of the fitted maximal effect; % of control where 0% means no effect; nearly all actives have a fitted effect of over 60% in size
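Promoter activation is measured as luciferase luminescence in Huh7 cells stably transfected with a Rab9 promoter–luciferase construct, following 24 h compound exposure at 37 °C and 10 min reagent incubation at ambient temperature.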
NPC1 prom act = qHTS Assay for NPC1 Promoter Activators. Huh7 NPC1 promoter luciferase reporter, 24 h. Potency, µM (top dose mostly 9.22 µM), inactives show at the highest dose activation, hits mostly activators. 320,000 compounds, 2.4% hits. AID 485313, 2010;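 further: potency means the concentration at half of the fitted maximal effect; % of control where 0% means no effect; nearly all actives have a fitted effect of over 60% in size; reporter is driven by a mutant NPC1 promoter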
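Readout is luciferase luminescence, reflecting NPC1 promoter activation in stably transfected Huh7 cells after 24 h compound exposure at 37 °C in reduced-serum medium with 10% FBS.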
VP16 counter = VP16 counterscreen qHTS for inhibitors of ROR gamma transcriptional activity. Drosophila S2 Gal4-VP16 UAS-luciferase, luminescence, 20 h. Potency, µM (highest dose often 53.6 µM), without a hit: at the highest dose activity, negative = inhibition, most hits filed as inhibitors. 310,000 compounds, 3.5% hits. AID 2546, 2010;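 further: Gal4-VP16 expression switched on by copper sulfate through the metallothionein promoter; potency means the concentration at half of the fitted maximal effect; on the % scale 0 is the no-effect control and ±100 the full control effect; nearly all actives have a fitted effect of over 50% in size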
ELG1 genotox = qHTS screen for small molecules that induce genotoxicity in human embryonic kidney (HEK293T) cells expressing luciferase-tagged ELG1 | 330,000 compounds, 1.3% hits | HEK293T ELG1-luciferase reporter, luminescence, 16 h | Potency, µM (titrated, usually from 46 µM), for the others: at the top dose activity change, positive = activation, usual class: activators; further: potency means the concentration at half of the fitted maximal effect; % of control where 0% means no effect; nearly all actives have a fitted effect of over 60% in size
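Reporter readout depends on ELG1 protein level, which increases with genetic stress. After 16 hr compound exposure at 37 °C, luciferase activity was quantified using ONE-Glo.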
Giardia kill = Small Molecules that selectively kill Giardia lamblia: qHTS. AID 540267, 2011. Giardia lamblia trophozoite viability. activity change, % at 7.66 µM, hits read low. 340,000 compounds, 0.15% hits; in the data active means activity change below about -80%; inconclusive means between about -30% and that limit;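 further: parasites exposed to compound for two days anaerobically before the ATP read; on the % scale 0 is the no-effect control and ±100 the full control effect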
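Killing of trophozoites was scored by loss of ATP luminescence after a 48 hrs anaerobic exposure to compounds at 37 deg C, using 100 cells per well.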
KCNH2 3.1 block = qHTS for Inhibitors of KCHN2 3.1: Mutant qHTS | Potassium voltage-gated channel subfamily H member 2, brain isoform KCNH2 3.1 (human) | U2OS KCNH2 3.1, thallium flux FluxOr; active compounds read low | activity change, % (tested at about 1.8 µM) | 340,000 compounds, 0.95% hits;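 active means maximum activity change below -70%; inconclusive means maximum activity change from -70% to -50%; inactive means maximum activity change above -50%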;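 further: thallium influx rate constant from kinetic fluorescence after stimulation buffer; on the % scale 0 is the no-effect control and ±100 the full control effect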
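Channel expression came from 3.1 mutant virus (1.77 x 10^8 /mL) applied to suspended U2OS cells for 4 h. Flux was tracked with FluxOr dye plus Red40 quencher, and kinetic rate constants normalized to controls.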
RORg inh = qHTS for inhibitors of ROR gamma transcriptional activity; Nuclear receptor ROR-gamma (Mus musculus), P51450; Drosophila S2 Gal4-RORgamma UAS-luciferase reporter, 20 h; Potency, µM (doses to about 53.6 µM), for the others: at the highest dose activity change, negative = inhibition, most hits filed as inhibitors; 310,000 compounds, 5.4% hits; AID 2551, 2010; further: potency means the concentration at half of the fitted maximal effect; on the % scale 0 is the no-effect control and ±100 the full control effect; nearly all actives have a fitted effect of over 60% in size
Target sequence (P51450 whole entry, looked up, the tested form may be a part): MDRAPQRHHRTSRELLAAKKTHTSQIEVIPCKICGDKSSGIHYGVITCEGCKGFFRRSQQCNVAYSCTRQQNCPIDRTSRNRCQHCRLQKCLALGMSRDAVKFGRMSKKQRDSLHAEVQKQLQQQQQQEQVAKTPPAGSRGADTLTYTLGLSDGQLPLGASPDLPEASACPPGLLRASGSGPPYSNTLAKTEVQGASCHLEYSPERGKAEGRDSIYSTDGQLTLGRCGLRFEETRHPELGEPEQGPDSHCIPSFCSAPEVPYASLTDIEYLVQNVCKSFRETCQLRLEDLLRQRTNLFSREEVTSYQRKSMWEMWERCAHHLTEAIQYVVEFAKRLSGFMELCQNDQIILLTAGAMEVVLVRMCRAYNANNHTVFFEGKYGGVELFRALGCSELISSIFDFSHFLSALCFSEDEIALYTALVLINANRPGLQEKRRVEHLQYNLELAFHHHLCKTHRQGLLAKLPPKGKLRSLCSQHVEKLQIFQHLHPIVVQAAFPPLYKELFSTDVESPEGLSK
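Luciferase reporter read in Schneider cells carrying Gal4-RORγ (mouse) and UAS-Photinus luciferase; cells given compound 1 h before 700 uM copper sulfate induction, then incubated 20 h at ambient temperature.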
Tb PFK inh = qHTS Assay to Find Inhibitors of T. brucei phosphofructokinase. T. brucei PFK, ADP-Glo luminescence. Potency, µM (titrated, usually from 57.5 µM), for inactives: top-dose activity, negative = inhibition, hits mostly inhibitors. 330,000 compounds, 0.17% hits;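 further: potency means the concentration at half of the fitted maximal effect; 0% = uninhibited 1x PFK enzyme wells and -100% = no-enzyme wells; nearly all actives have a fitted effect of over 60% in size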
Target sequence (O15648 whole entry, looked up): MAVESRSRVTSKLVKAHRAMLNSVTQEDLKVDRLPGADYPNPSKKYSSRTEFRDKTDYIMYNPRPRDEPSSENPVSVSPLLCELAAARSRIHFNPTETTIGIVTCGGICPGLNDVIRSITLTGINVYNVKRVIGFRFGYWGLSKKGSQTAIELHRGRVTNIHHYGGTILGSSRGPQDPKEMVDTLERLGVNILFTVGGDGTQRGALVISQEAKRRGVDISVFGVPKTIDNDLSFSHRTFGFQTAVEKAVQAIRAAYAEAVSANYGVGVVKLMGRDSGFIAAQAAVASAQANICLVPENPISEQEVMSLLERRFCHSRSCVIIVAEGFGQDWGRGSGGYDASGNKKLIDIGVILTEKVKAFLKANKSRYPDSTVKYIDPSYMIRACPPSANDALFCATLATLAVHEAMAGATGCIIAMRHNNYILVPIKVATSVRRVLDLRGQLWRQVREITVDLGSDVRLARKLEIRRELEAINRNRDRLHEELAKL
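Luminescent ADP detection (ADP-Glo, two-step: ATP depletion then ADP-to-ATP conversion for luciferase) reported PFK activity after 45 min room-temperature reaction of 1.25 nM enzyme with 0.5 mM F6P and 0.1 mM ATP at pH 8.0.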
FBPA coupling cs = qHTS Assay for Inhibitors of Fructose-1,6-bisphosphate Aldolase from Giardia Lamblia: Coupling assay counterscreen; coupling enzyme system counterscreen, AmpLite Red fluorescence; activity change, negative = inhibition, % at 58.2 µM, hits read low; 290,000 compounds, 0.67% hits; AID 2472, 2010; in the data active means activity change below about -30%; further: on the % scale 0 is the no-effect control and ±100 the full control effect
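Activity here indicates interference with the coupling reaction, not aldolase inhibition. Compounds at 57.5 uM final met coupling enzymes for 10 min at RT; substrate and AmpLite Red detection followed, with a 525/598 nm fluorescence read after 20 min.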
Numbers without * were called inactive; ? = inconclusive; / = not tested or not shown; [ ] = remark or other dose. Unless noted, the call rests on the fitted dose curve; in most records, active means well fitted curve in the direction sought with a large enough effect; inconclusive means small, poorly fitted or top-dose-only effect, or another doubt; inactive means no such curve, though single readings can be large; an effect the other way counts as inactive or inconclusive.

SMILES	FLuc counter	uPA surface inh	Rab9 prom act	NPC1 prom act	VP16 counter	ELG1 genotox	Giardia kill	KCNH2 3.1 block	RORg inh	Tb PFK inh	FBPA coupling cs
COc1cc(C2CC(=O)c3c(ccc4ccccc34)N2)ccc1O (stereo not given)	1%	-2%	-2%	1%	-27%	3%	-9	-4	?	-2%	-2
COc1ccc(C2=NN(c3nc4ccccc4s3)C(=O)/C2=C\N(C)C)cc1	?	-2%	1%	-1%	?	11%	5	16	?	0%	3
CCn1cc(C(=O)NCc2ccc(C)o2)c2cc(OC)c(OC)cc2c1=O	-4%	3%	-2%	3%	1%	-3%	4	14	0%	-1%	-5
Cc1ccc(-n2ncc3c2CCCC3NC(=O)c2ccccc2N2CCOCC2)cc1C (stereo not given)	3%	24%	-3%	-2%	-5%	-6%	-4	-11	-11%	-7%	/
c1cncc(CNc2ncnc3sc4c(c23)CCCC4)c1	-15%	-4%	-5%	-3%	-9%[10 µM]	-10%	14	7	31%	-4%	0
Cc1ccc(C(=O)NCC(=O)O)o1	1%	6%	1%	-3%	-14%	1%	-8	-5	-4%	3%	1
COc1cccc(CN2CCNC(=O)C2CC(=O)NC2CCCCCCC2)c1 (stereo not given)	-3%	5%	5%	-6%	?	-3%	-5	-7	6%	-2%	/
CCCCNS(=O)(=O)c1ccc2nc(SCC(=O)N3CC(C)OC(C)C3)[nH]c2c1 (stereo not given)	7%	3%	1%	1%	-2%	0%	0	2	-7%	4%	0
CN(Cc1nc2ccccc2n1C)C(=O)c1ccco1	4%	3%	-8%	-2%	-1%	6%	-10	1	-25%	-3%	/
CN(C(=O)c1ccncc1)c1nnc(-c2cccnc2)s1	3%	-2%	2%	2%	-1%	?	2	-6	6%	2%	0
COc1cc(C(=O)Nc2ccc(Oc3ncnc4sc(-c5ccccc5)cc34)cc2)cc(OC)c1OC	0%	0%	-2%	-5%	-5%	13%	-7	2	-3%	-1%	4
COc1ccc(Cl)cc1NC(=O)C(C)OC(=O)c1ccc(NS(=O)(=O)c2ccc3[nH]c(=O)[nH]c3c2)cc1 (stereo not given)	1%	2%	1%	-2%	1%	2%	20	10	32%	5%	0
Cn1c(=O)n(C)c2cc([N+](=O)[O-])c(N3CCN(S(=O)(=O)c4ccc5ccccc5c4)CC3)cc21	4%	10%	-11%	-1%	-9%[0.365 µM]	5%	5	2	?	-10%	0
COC(=O)c1ccccc1NC(=O)c1cc(-c2ccc(O)cc2)on1	1%	-1%	4%	-7%	1%	4%	3	8	-4%	1%	-1
O=C(Nc1cccc(S(=O)(=O)N2CCOCC2)c1)c1cc2c(s1)CCC2	15µM*	-11%	7%	9%	11%	-7%	-9	-3	?	-2%	1
COc1cccc(C(=O)NNS(=O)(=O)c2ccc(F)cc2)c1	-4%	2%	9%	-1%	8%	-1%	-1	10	4%	-5%	0
N#C/C(=C\c1cccc(Br)c1)C(=O)N1CCCCC1	?	-3%	0%	-4%	?	-16%	-6	-2	2.5µM*	3%	1
O=C(O)C1CSC(c2coc3ccccc3c2=O)N1 (stereo not given)	3%	15%	-9%	1%	?	1%	16	-3	1%	-2%	4
COc1ccc(NC(=O)Cc2ccccc2F)cc1S(=O)(=O)N1CCCCC1	0%	5%	0%	1%	/	-1%	22	-4	/	-2%	/
COc1ccc(/C=C/C(=O)Nc2cccc(N3CCOCC3)c2)cc1OC	27µM*	4%	3%	4%	-18%	-5%	-9	3	?	-1%	-1
COc1cc(CNC(=O)C2CCC(=O)N(C3CCCCCC3)C2)cc(OC)c1 (stereo not given)	3%	-4%	18%	2%	-4%	-4%	-14	-2	39%	-10%	0
Cc1cc(NC(=O)COC(=O)c2cccc(O)c2)no1	4%	-22%	-3%	-1%	-5%	0%	-20	9	-1%	-1%	4
CC(C)N=C(Nc1ccc(Cl)cc1)c1cccnc1	0%	1%	9%	-2%	-5%	-1%	6	6	2%	0%	-2
CC1NC(=O)N(C)[C@@H]2NC(=O)N(C)C(c3ccc([N+](=O)[O-])cc3)[C@@H]12 (stereo not given in full)	1%	12%	2%	2%	-6%	5%	-1	2	-20%	1%	-2
O=C(CNS(=O)(=O)c1ccc(Cl)cc1)OCC(=O)N1CCCc2ccccc21	3%	1%	3%	-3%	-13%	5%	2	-9	-15%	0%	2
O=C(Nc1ccccc1O)c1ccc(Cl)cc1	27µM*	-8%	?	3.2µM*	-19%	?	-2	5	14%	-3%[0.46 µM]	-12
Cc1ccc(N)cc1S(=O)(=O)N(C)C	2%	1%	-2%	1%	-2%	-2%	-8	-6	1%	0%	0
O=C(Nc1cccc(Cl)c1)c1ccc(OC(=S)N2CCOCC2)cc1	2.7µM*	-2%	?	?	8%	?	-9	5	3%	-1%	0
CC(=O)Nc1nc(C)c(C(C)=O)s1	0%	-5%	9%	-2%	2%	-5%	-3	-1	30%	-1%	1
CCOC(=O)N/N=C/c1cc(C)n(-c2cccc3ccccc23)c1C	?	-1%	0%	-1%	-1%	-1%	-4	-1	-3%	-5%	-4
CCCCOC(=O)C1CCCC(C)N1 (stereo not given)	4%	10%	-5%	1%	0%	-1%	-11	-3	-14%	3%	1
COc1ccc2c(Cl)c(-c3nnc(SCC(=O)c4ccccc4)n3C)sc2c1	?	2%	-7%	10%	5%	-9%	7	-5	33%	-2%	1
CN(CCC#N)C(=O)COC(=O)c1ccc(CNS(=O)(=O)c2ccc(F)c(Cl)c2)cc1	2%	3%	-2%	-3%	3%	0%	13	-8	0%	0%	2
O=C(COC(=O)c1ccccc1O)NCCC1=CCCCC1	?	-10%	21%	4%	-4%	9%	5	-7	21%	-4%	0
COc1ccc(S(=O)(=O)N(C)C[C@H]2Oc3c(NS(=O)(=O)c4ccc(F)cc4)cccc3C(=O)N([C@H](C)CO)C[C@@H]2C)cc1	/	12%	/	/	/	2%	20	5	/	1%	/
O=C(O)Cn1c(-c2cscn2)nc2ccccc21	2%	-1%	-4%	1%	-1%	1%	0	-2	-17%[10 µM]	1%	1
COc1ccccc1C(=O)N1CCN(Cc2cn[nH]c2-c2ccc(F)cc2F)CC1	1%	8%	-5%	1%	-1%	0%	-7	2	10%	-4%	3
O=C(C1=C(O)C(=O)N(c2ncccn2)C1c1ccc(F)cc1)c1ccco1 (stereo not given)	-1%	3%	1%	-3%	-21%	0%	-17	11	9%	-1%	-1
Cc1cnc(NC(=O)c2cccc(S(=O)(=O)N3CC(C)OC(C)C3)c2)s1 (stereo not given)	-2%	-17%	-4%	-5%	-1%	-10%	-24	3	22%	0%	5
COc1ccc(NC(=O)N2CCN(C(=O)Nc3ccc(OC)cc3)CC2)cc1	1%	-2%	-2%	-3%	-1%	2%	-14	-2	-2%	10%	-1
O=C(/C=C/c1ccco1)N(Cc1cccc(Br)c1)C1CCS(=O)(=O)C1 (stereo not given)	-8%	3%	-4%	3%	7%	-4%	1	-5	10%	-2%	2
O=C(Nc1cccc(S(=O)(=O)N2CCCCC2)c1)c1ccc2ccccc2n1	?	-18%	14%	-2%	?	2%	12	10	?	5%	-3
O=C(Oc1cccc(-n2cnnn2)c1)c1sc2ccccc2c1Cl	4%	-1%	-1%	3%	-4%	-5%	-15	17	-5%	0%	3
O=C(c1ccccc1F)N1CCN(S(=O)(=O)c2ccc3ccccc3c2)CC1	-2%	3%	-1%	-1%	-6%	2%	-3	7	?	0%	-2
CCNS(=O)(=O)c1cc(-c2nnc(OC)c3ccccc23)ccc1C	-1%	-4%	0%	0%	0%	-6%	1	3	-3%	1%	1
Brc1ccc(-c2noc(-c3ccccc3)n2)o1	1.3µM*	-21%	1.3µM*	2.2µM*	-16%	?	16	-6	?	1%	0
CN(c1ccc(OCC(=O)NC2CCC(O)CC2)cc1)S(=O)(=O)c1ccc(Cl)cc1 (stereo not given)	/	0%	/	/	/	-1%	13	-11	/	4%	/
COc1cc(OC)cc(-c2c(-c3cccs3)c3cc(-c4ccc(OC)cc4F)ccc3n2C)c1	2%	16%	-4%	-2%	/	1%	-16	/	/	0%	/
